S1P3 antagonist: blocks the human S1P3 receptor. Q99500. CHO S1P3 NFAT-BLA reporter, FRET fluorescence, antagonist mode. inhibition, % at 4.98 µM. hit rate 0.27% among 170,000. AID 485;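 active = inhibition above the plate cutoff, the mean inhibition of test wells on that plate plus 3 SD, cut at about 28% in these data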;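 also: cells challenged with S1P at its EC80 of 0.8 µM; blue over green emission ratio from cleaved BLA substrate after 4 h stimulation; 0% = S1P-stimulated wells and 100% = unstimulated DMSO-only wells; some compounds past the cut are filed as inactive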
Target sequence (Q99500 whole entry, looked up): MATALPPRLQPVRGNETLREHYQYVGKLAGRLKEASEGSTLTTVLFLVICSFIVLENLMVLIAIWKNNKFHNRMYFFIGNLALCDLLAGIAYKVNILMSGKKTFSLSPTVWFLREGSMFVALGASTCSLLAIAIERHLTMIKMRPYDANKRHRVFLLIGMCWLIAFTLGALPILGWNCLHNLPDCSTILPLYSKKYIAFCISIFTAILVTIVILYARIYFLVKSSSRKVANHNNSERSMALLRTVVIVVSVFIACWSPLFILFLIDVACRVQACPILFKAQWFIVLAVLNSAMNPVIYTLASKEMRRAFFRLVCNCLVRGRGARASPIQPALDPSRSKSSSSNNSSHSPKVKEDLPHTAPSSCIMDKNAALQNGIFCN
PPARg SRC3 recr: agonists of human PPARgamma SRC-3 coactivator recruitment; P37231; biochemical PPARgamma/SRC-3 coactivator recruitment assay; activation, % at 8 µM; hit rate 0.26% among 200,000; in the data active = activation above about 23%;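 also: 0% = DMSO and 100% = reference agonist; some compounds past the cut are filed as inactive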
TLR4-MyD88 BLA: inhibitors of human TLR4-MyD88 binding | O00206+Q99836 | HeLa CL3-4 TLR4/MyD88 BLA complementation, FRET ratio | inhibition, % at 8.4 µM | hit rate 0.18% among 200,000 | AID 861; in the data active = inhibition above about 25%;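 also: 0% = vehicle and 100% = reference inhibitor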
STAT1 blocker: inhibitors of IFN-gamma induced STAT1 signaling; NIH 3T3 STAT1-luciferase reporter, luminescence; inhibition, % at 5.5 µM; hit rate 0.35% among 200,000;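 active = inhibition above a set limit, the mean inhibition across all tested compounds plus 3 SD, cut at about 34% in these data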;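 also: 0% = IFN-gamma with DMSO and 100% = IFN-gamma with 300 µM nifuroxazide; values of inactives mirror those of a sister screen read the other way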
TR-FRET SRC-2 ct: TR-FRET artefact, counter-screen to PPARgamma/SRC-2 agonist assay; active compounds read high; TR-FRET ratio at 8 µM; hit rate 0.4% among 200,000; AID 1049; in the data active = TR-FRET ratio above about 2000; also: inactives centre near 1500
STAT3 blocker: inhibitors of IL-6 induced STAT3 signaling | inhibition, % at 5.5 µM | hit rate 0.89% among 190,000 | AID 862 | U3A cells, IL-6 STAT3-luciferase reporter, luminescence; host cell line lacks STAT1;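 active = inhibition above the mean inhibition across all screened compounds plus 3 SD, cut at about 44% in these data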;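 also: 0% = DMSO only wells and 100% = 100 µM nifuroxazide control wells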
PPARg SRC1 recr: promotes SRC-1 coactivator recruitment by human PPARgamma; P37231; PPARgamma-SRC-1 coactivator recruitment biochemical assay; activation, % at 8 µM; hit rate 0.41% among 200,000; in the data active = activation above about 19%;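 also: 0% = DMSO and 100% = reference agonist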
ROMK primary: modulators of human ROMK potassium channel; Tet-inducible ROMK, thallium flux fluorescence; actives lie on both sides; P48048; B-score at 10 µM; hit rate 2% among 130,000;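 active = signal ratio slope over the read window, or its plate-corrected B-score, at least 3 SD from the plate mean, either direction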;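 also: B-score of the F/F0 ratio slope over 7 to 12 s after thallium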
Target sequence (P48048 whole entry, looked up): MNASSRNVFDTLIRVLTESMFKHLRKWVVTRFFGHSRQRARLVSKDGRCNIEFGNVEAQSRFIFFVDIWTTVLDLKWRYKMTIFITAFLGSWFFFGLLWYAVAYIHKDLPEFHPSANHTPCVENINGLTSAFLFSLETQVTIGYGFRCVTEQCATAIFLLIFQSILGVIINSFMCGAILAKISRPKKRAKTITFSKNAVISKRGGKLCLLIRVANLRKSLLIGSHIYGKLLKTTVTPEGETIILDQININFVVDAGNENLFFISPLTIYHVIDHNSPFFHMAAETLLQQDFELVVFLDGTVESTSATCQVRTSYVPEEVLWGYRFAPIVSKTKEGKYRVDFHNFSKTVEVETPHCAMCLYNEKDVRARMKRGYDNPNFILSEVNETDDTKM
PPARg SRC2 recr: agonists of SRC-2 recruitment by human PPARgamma | P37231 | hit rate 0.34% among 200,000 | activation, % at 8 µM | PPARgamma LBD-SRC-2 recruitment, biochemical; in the data active = activation above about 22%;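 also: 0% = vehicle and 100% = reference agonist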
RAM network inh: yeast RAM network inhibition; inhibition, % at 50 µM; AID 868; hit rate 1.8% among 190,000; S. cerevisiae dse1pr::URA3 reporter, 5-FOA growth OD615, 2 d; analog-sensitive cbk1-as2 kinase mutant strain;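 active = inhibition above a set limit, 3 SD over mean compound inhibition, cut at about 8.4% in these data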;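 also: 0% = DMSO-only wells with no growth and 100% = 10 µM 1-NA-PP1 full growth; inhibition rescues growth on 5-FOA so higher OD means more RAM inhibition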
STAT3 act: STAT3 signaling activation | U3A cells, IL-6 STAT3-luciferase reporter, luminescence; 100% = signal with IL-6 EC80 alone | activation (% of control), % at 5.6 µM | hit rate 0.91% among 190,000 | AID 871;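 active = activation above the screen-wide mean of compound activation plus 3 SD, cut at about 130% in these data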;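 also: 0% = background luminescence of wells with medium and substrate only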
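Material: STAT1-lacking human U3A cells, STAT3 luciferase reporter | Benchmarks: IL-6-only wells as 100% reference | Probe or stimulus: IL-6 (33 ng/mL) | Timing: Compound 1 h, then IL-6 6 h at 37 °C | Detection: Luminescence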
The depositor's hits bear a star; / = not tested or not shown. No enrichment for hits; any-hit rate near 5.6%.

SMILES	S1P3 antagonist	PPARg SRC3 recr	TLR4-MyD88 BLA	STAT1 blocker	TR-FRET SRC-2 ct	STAT3 blocker	PPARg SRC1 recr	ROMK primary	PPARg SRC2 recr	RAM network inh	STAT3 act
O=C(c1ccccc1)N1CCN(CC(O)COCC2CC=CCC2)CC1 (stereo unspecified)	-12	5	10	-4	1496	3	-1	0.066	3	-0.2	100
Cc1ccc(C)n1-c1ccc(-c2ccnc(N)n2)cc1	-16	2	7	-9	1624	45*	8	0.75	0	1.6	66
C=CCON/C(CCC)=C1\C(=O)C(C(=O)OC)C(C)(C)CC1=NC (stereo unspecified)	-8	-1	8	2	1527	6	-5	1.4	-2	4.2	106
O=S(=O)(c1ccc2ccccc2c1)N1CCN(C(=S)Nc2ccc(F)cc2)CC1	17	3	-2	-6	1625	0	4	0.021	3	2.4	100
COc1cccc(N(CC(=O)N/N=C(\C)c2cccs2)S(C)(=O)=O)c1	-5	-3	-7	-10	1657	-8	-1	-0.61	6	4.5	107
Cc1cc(C)n(CC(O)CN(c2ccccc2)S(=O)(=O)c2ccc3ccccc3c2)n1 (stereo unspecified)	1	4	2	3	1556	-11	-2	-1.7	-5	5.4	107
Cc1ccc(/C=N/NC(=O)c2nn(C)cc2Cl)cc1	-2	-1	-5	-33	1530	10	-1	0.78	-4	0.5	94
CCCCCC(=O)Nc1ccc(C(=O)N/N=C/c2ccc([N+](=O)[O-])cc2)cc1	-7	-2	-3	-8	1523	0	3	/	-7	2.1	99
O=C(CSc1nnc(-c2ccco2)n1-c1ccccc1)N1CCOCC1	5	6	-7	2	1474	-2	2	/	3	0.9	105
CCNC(=S)N=Nc1c(O)[nH]c2ccc([N+](=O)[O-])cc12	-4	0	-15	2	1982*	33	8	0.04	11	1.5	77
O=C(O)Cn1nc(-c2ccccc2)c2ccccc2c1=O	-2	-8	9	6	1442	5	-7	0.67	13	0.7	99
O=C(NCc1ccc2c(c1)OCO2)c1ccc(=O)[nH]c1	/	7	1	-1	1629	7	-2	0.8	11	0.6	98
Cc1ccc(-n2c3c(c(O)c(-c4ccccc4)c2=O)C(=O)CC(C)(C)C3)cc1	11	-7	-11	2	1451	7	-1	-2	-3	0.7	94
Cc1ccc(S(=O)(=O)N(C)CCCC(=O)Nc2ccc(C)cc2C)cc1	7	-3	10	4	1478	4	-2	/	-7	-0.1	96
CCOC(=O)N1CCN(CC(=O)Nc2cc3c(cc2C(C)=O)OCO3)CC1	-5	4	-5	-7	1612	4	6	/	-1	1.1	97
CCOC(=O)c1nc(N)c(C(=O)OCC)[nH]1	/	6	5	-6	1475	2	9	0.75	10	1.2	101
CC(=O)Oc1ccc2c(=O)c(Oc3ccccc3[N+](=O)[O-])coc2c1	-2	4	-18	-2	1452	0	8	-0.17	-7	1.4	101
CCOC(=O)c1c(NC(=S)Nc2ccccc2)sc2c1CC(C)(C)SC2	-19	4	-20	1	1440	4	11	-0.12	3	3.5	100
Cc1cc(NC2CCCCC2)nc2ccccc12	-10	5	7	-2	1606	14	-5	0.56	3	-0.1	90
Cc1cc(C)n(C/C=C/Cn2nc(C)cc2C)n1	-9	-13	4	-2	1367	20	3	0.23	-1	0.1	85
O=C(NCCCc1ccccc1)c1ccc(Br)o1	14	-11	5	-19	1669	2	2	/	4	1.4	99
O=S1(=O)N=C2CCCCCN2C(c2ccc(Br)cc2)N1 (stereo unspecified)	-5	8	1	3	1711	3	4	-0.9	-2	4.6	98
CCC(C)(C)n1nnnc1C(c1ccccc1F)N1CCC(C(N)=O)CC1 (stereo unspecified)	10	-9	-10	3	1626	3	1	/	5	2.3	105
COC(=O)Nc1ccc(OC)c(OC)c1	1	-2	-7	1	1468	-2	-2	0.15	-1	0.0	104
Cc1nc([N+](=O)[O-])c(C(=O)OCc2ccccc2F)n1C	-14	-4	-6	-7	1538	5	0	0.69	0	-1.7	105
CCOC(=O)C1CCN(Cc2cc(C(C)(C)C)c(O)c(C(C)(C)C)c2)CC1	-10	0	-4	-3	1618	16	-5	-1.5	-5	0.0	94
COC(=O)c1cc(=O)n(Cc2ccco2)c(=Nc2ccc(F)c(Cl)c2)s1	0	0	4	-13	1571	25	1	/	0	0.9	84
O=C(Nn1cnnc1)c1ccncc1	-5	3	0	7	1371	1	-6	/	-8	-0.2	103
O=C(Nc1ccc2c(c1)CCC2)c1cnccn1	7	-3	8	-46	1509	10	-7	/	-3	0.1	91
O=C(N1CCOCC1)N1CCC(NC(=O)C23CC4CC(CC(C4)C2)C3)CC1	-7	-4	5	7	1416	5	-11	-0.57	-7	-0.8	99
O=S(=O)(NC1CCCCC1N1CCOCC1)c1ccc(Cl)cc1 (stereo unspecified)	-2	-3	-3	6	1428	4	-2	-0.12	-5	-0.1	98
CC(=O)c1cc(-c2ccccc2)n(CCC(=O)NC2CCCCCC2)c1C	-6	-1	7	-8	1717	-7	4	-1.7	-2	8.8*	107
Cc1nc([N+](=O)[O-])nn1C12CC3CC(CC(Cl)(C3)C1)C2	3	2	10	-6	1468	-5	0	0.032	-1	1.7	105
COc1ccccc1Oc1c(C)oc2c(CN3CCN(CCO)CC3)c(O)ccc2c1=O	-32	-9	3	-10	1386	2	-6	0.21	0	2.2	100
COC(=O)Nc1nn(-c2ccc(C)cc2)c(=O)c(C#N)c1C	-13	4	-5	-7	1589	5	1	0.095	5	1.1	99
N=c1c2c(ncn1CCN1CCOCC1)Oc1ccc3ccccc3c1C2c1ccccc1 (stereo unspecified)	/	-1	-15	7	1532	4	10	-1.8	0	1.3	102
O=C(CN(c1ccccc1)S(=O)(=O)c1ccccc1)N1CCN(Cc2ccc3c(c2)OCO3)CC1	16	-5	-1	8	1503	6	6	-0.53	-3	0.6	97
CC1(C)CC(=O)C(C(c2ccco2)C2C(=O)CC(C)(C)CC2=O)C(=O)C1	27	4	13	3	1752	9	3	-1.4	2	-0.9	95
CCn1c(SCc2cc(=O)[nH]c3ccccc23)nnc1C1CC1	3	-1	-13	3	1668	3	1	0.21	7	-1.0	98
O=C(NCC1COc2ccccc2O1)C1CCCN(S(=O)(=O)c2cnc[nH]2)C1 (stereo unspecified)	-22	9	-11	-2	1604	0	4	/	-3	/	99
COC(=O)c1ccc(NC(=O)CSc2nnc(CNc3ccc(OC)cc3)n2C)cc1	-22	11	-5	-7	1647	1	10	/	0	0.8	102
CC(=O)Nc1nc2c(s1)C(=O)NCCC2	-4	5	21	-2	1582	4	3	1.3	7	2.1	100
CCOC(=O)C1C(=O)NCC2CCCC21 (stereo unspecified)	-19	-6	0	5	1206	4	-8	-1.4	-5	0.1	102
Oc1ccc2nc(Cc3ccccc3)[nH]c2c1	-12	10	-2	-5	1549	15	10	/	15	1.4	96
CC(C)OCCCNC(=O)C1CCC(CNS(=O)(=O)c2ccccc2)CC1 (stereo unspecified)	-5	2	-3	0	1304	5	0	0.52	0	0.7	103
CCC1(CC)C(=O)N(C)C(=O)NC1=Nc1ccc(OC)cc1	/	4	-5	0	1726	-5	5	0.11	10	0.1	105
O=C(O)c1cccc(S(=O)(=O)NCc2cccs2)c1	0	9	-6	-1	1725	13	4	/	6	0.6	97
Cc1ccc(/C=N/n2cnc3sc(-c4ccccc4)cc3c2=O)o1	/	2	-1	-13	1502	22	1	-1.2	1	2.3	82
CCOc1ccc(OCc2ccc(C(=O)Nc3ccc(Cl)cn3)o2)cc1	-14	-1	6	-20	1489	4	0	-0.73	0	4.0	100
NC(=S)c1cc2cc(Br)ccc2oc1=O	3	7	2	3	1650	19	-5	0.04	11	0.8	93
Nn1c(SCC(=O)Nc2cc(S(=O)(=O)N3CCOCC3)ccc2Cl)nnc1-c1cccnc1	-12	3	0	2	1719	0	8	-0.43	-2	0.6	101
Cc1ccc(NC(=O)Nc2nnc(-c3ccccc3)o2)cc1	-14	0	4	-22	1656	9	3	0.00013	6	0.4	97
CC(=O)c1ccccc1OCCOc1ncnc2sccc12	-11	-3	11	-18	1455	-4	4	-0.15	-3	-0.2	104
Cc1nc2nc(C)c(CCC(=O)N3CCN(c4ccccc4)CC3)c(C)n2n1	/	2	5	0	1519	11	3	-1	7	0.1	96
S=C(NCCCn1ccnc1)NC1CCCCC1	-7	-1	9	4	1613	14	-2	0.31	1	0.9	91
Cc1ccccc1CSCC(=O)NC(=O)NC(C)(C)C	26	-1	-3	2	1714	12	3	/	7	0.6	93
O=c1c2c(-c3ccccc3)csc2nc2c3ccccc3c(NCCN3CCOCC3)nn12	-19	-3	6	0	1578	-4	-3	-1	2	4.0	108
Cc1cc(NC(=O)CSc2nc3ccccc3[nH]2)no1	-2	-8	8	-5	1548	-2	-1	1.3	1	-0.7	104
Cc1ccc(Cn2ccc(NC(=O)c3c(-c4ccccc4Cl)noc3C)n2)cc1	/	-2	-4	5	1701	5	6	0.78	7	4.5	96
O=[N+]([O-])c1ccc(O)c(-c2nn[nH]n2)c1	/	7	-2	-9	1700	-14	4	-0.62	-3	0.7	112
Carrying on.
SMILES	S1P3 antagonist	PPARg SRC3 recr	TLR4-MyD88 BLA	STAT1 blocker	TR-FRET SRC-2 ct	STAT3 blocker	PPARg SRC1 recr	ROMK primary	PPARg SRC2 recr	RAM network inh	STAT3 act
O=C(CSc1nc2c(c(=O)n1-c1ccc(Cl)cc1)SCC2)Nc1ccc2c(c1)OCCO2	-1	7	-1	11	1752	-3	10	/	4	4.0	102
Cn1nnc(NC(=O)c2ccco2)n1	0	-17	-5	-4	1435	2	-1	/	-2	2.9	102
COc1ccccc1Nc1nc(N)nc(CSC(=S)N2CC(C)CC(C)C2)n1 (stereo unspecified)	3	-1	-5	-7	1471	-1	0	-0.48	-5	4.4	103
COc1ccccc1C(=O)O/N=C(\N)c1ccccc1Cl	-2	-4	-15	-44	1554	-11	-2	/	-4	1.2	109
O=C1C2C3CCC(C3)C2C(=O)N1Cc1ccccc1 (stereo unspecified)	0	-2	-3	13	1378	0	-4	0.56	-7	0.7	98
Cn1c(Sc2ccccc2Cl)c(C=O)c2ccccc21	/	4	-1	0	1940	19	2	/	14	8.2	93
O=C(OC(C(=O)Nc1ccc(Cl)cc1C(F)(F)F)c1ccccc1)C1=COCCO1 (stereo unspecified)	2	-3	-4	4	1521	-6	-3	/	0	1.5	108
CCc1nnc(NC(=O)CSc2nnc(COc3ccccc3)n2Cc2ccccc2)s1	-14	-15	2	-3	1431	6	0	-0.051	-3	3.1	98
CCCS(=O)(=O)NCc1cn2c(C)csc2n1	-1	1	-3	-24	1604	-11	0	/	4	0.6	113

Two entries from above in a different format.
Compound | S1P3 antagonist | PPARg SRC3 recr | TLR4-MyD88 BLA | STAT1 blocker | TR-FRET SRC-2 ct | STAT3 blocker | PPARg SRC1 recr | ROMK primary | PPARg SRC2 recr | RAM network inh | STAT3 act
Cn1c(Sc2ccccc2Cl)c(C=O)c2ccccc21 | / | 4 | -1 | 0 | 1940 | 19 | 2 | / | 14 | 8.2 | 93
O=C(CSc1nc2c(c(=O)n1-c1ccc(Cl)cc1)SCC2)Nc1ccc2c(c1)OCCO2 | -1 | 7 | -1 | 11 | 1752 | -3 | 10 | / | 4 | 4.0 | 102
